HSF1 activator – increases HSF-1 driven luciferase reporter signal; NIH3T3-HGL HSF-1 luciferase reporter, MG132, 8 h; 100% = twice DMSO control signal; activation, % at 9 µM; actives 1.7% (n = 300,000); AID 504408;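 active means mean replicate activation of at least 50% with a set share of replicates each reaching 50%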;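 further: 0% = median of the neutral control wells and 100% = twice that signal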
aSyn 5UTR inh – 5' untranslated region of α-synuclein, MLPCN primary screen | alpha-synuclein 5'UTR reporter, inhibitor activity | actives 0.82% (n = 300,000) | inhibition, % (tested at 7.5 µM); in the data active means inhibition above about 60%;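 further: H4 neuroglioblastoma cells stably carrying SNCA 5'UTR luciferase fusion; 0% = DMSO wells and 100% = positive control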
HSF1 inhib – HSF1 inhibition; NIH3T3-HGL HSE-luciferase, MG132-induced, luminescence 8 h; stronger effect = lower value; activity change, negative = inhibition, % at 7.5 µM (by protocol); actives 0.77% (n = 300,000);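 active means more than half of replicate wells show activity change below -50%, luminescence cut by over half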;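 further: luciferase reports HSF-1 transcriptional activity via heat shock element; 0% = median of DMSO wells and -100% = zero luminescence signal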
GSK3B inh – blocks human GSK3beta kinase activity | activity score (negative = inhibition), % at 10 µM | P49841 | actives 0.038% (n = 300,000) | GST-GSK3beta kinase, ADP-Glo luminescence, 60 min; stronger effect = lower value;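 active means more than half of replicate wells score below -50%, meaning over 50% inhibition versus plate controls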;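 further: 0% = median DMSO wells and -100% = median GW8510 positive control wells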
Target sequence (P49841 whole entry, looked up): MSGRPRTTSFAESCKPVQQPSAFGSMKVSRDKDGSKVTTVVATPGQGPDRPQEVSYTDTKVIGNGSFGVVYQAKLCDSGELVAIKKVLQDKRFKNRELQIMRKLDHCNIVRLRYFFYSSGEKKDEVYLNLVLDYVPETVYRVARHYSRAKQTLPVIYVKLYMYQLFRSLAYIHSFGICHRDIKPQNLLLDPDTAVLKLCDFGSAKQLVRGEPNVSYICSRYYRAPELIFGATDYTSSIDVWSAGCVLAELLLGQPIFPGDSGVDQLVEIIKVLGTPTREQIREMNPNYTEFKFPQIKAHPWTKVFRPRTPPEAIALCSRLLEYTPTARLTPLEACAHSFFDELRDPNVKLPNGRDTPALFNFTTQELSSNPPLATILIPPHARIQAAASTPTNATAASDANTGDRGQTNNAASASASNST
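Assay system: GST-tagged human GSK3beta kinase, cell-free; Input: 1.6 ng GSK3beta; Medium: Tris/MgCl2 kinase buffer; Timing: 60 min enzyme reaction, room temperature; Signal: ADP-Glo luminescence quantifying ADP generated by kinase; Evaluation: score relative to plate controls; Benchmarks: DMSO neutral wells and GW8510 at 20 µM as positive.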
KLF5 inh – inhibitors of KLF5 expression; DLD-1 KLF5 promoter-luciferase reporter, luminescence; inhibition, % at 5 µM; actives 0.23% (n = 290,000); AID 1700;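 active means inhibition above a per-plate limit of that plate's mean compound inhibition plus 3 SD, cut at about 60% in these data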;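 further: 0% = DMSO wells and 100% = LY294002 at 200 µM; higher means less KLF5 promoter-driven luciferase light; inactives centre near -14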
AI-2 QS modul – Vibrio harveyi AI-2 quorum sensing modulation; Vibrio harveyi JMH597 AI-2 luminescence/OD600 ratio, 9 h; stronger effect = lower value; strain lacks LuxN and CqsS sensors; 0 = neutral-control median; activity change, % at 7.5 µM; actives 0.4% (n = 300,000); in the data active means activity change below about -75%, passing the limit was not always enough;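 further: luminescence divided by OD600 gain over 9 h not by final OD600 alone; inactives centre near 13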
GSK3A inh – blocks human GSK-3 alpha kinase. actives 0.1% (n = 320,000). P49840. ADP-Glo luminescence, 60 min. inhibition, % at 10 µM;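 in the data active means inhibition above about 50%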;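 further: GST-tagged GSK-3 alpha with peptide substrate and 25 µM ATP; 0% = DMSO neutral wells and 100% = GW8510 positive control wells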
Target sequence (P49840 whole entry, looked up): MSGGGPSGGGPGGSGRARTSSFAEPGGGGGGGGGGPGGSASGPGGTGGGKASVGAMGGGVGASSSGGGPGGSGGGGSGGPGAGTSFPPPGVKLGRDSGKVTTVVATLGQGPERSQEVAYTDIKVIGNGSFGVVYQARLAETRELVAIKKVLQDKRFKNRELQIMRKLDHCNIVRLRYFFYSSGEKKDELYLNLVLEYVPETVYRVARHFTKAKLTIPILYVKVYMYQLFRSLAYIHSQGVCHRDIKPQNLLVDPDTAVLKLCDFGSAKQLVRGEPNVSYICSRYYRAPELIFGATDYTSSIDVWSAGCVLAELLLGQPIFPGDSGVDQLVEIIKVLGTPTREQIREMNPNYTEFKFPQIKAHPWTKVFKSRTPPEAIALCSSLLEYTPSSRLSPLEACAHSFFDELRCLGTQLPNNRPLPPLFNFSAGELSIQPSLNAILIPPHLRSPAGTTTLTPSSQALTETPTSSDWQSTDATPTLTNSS
IEC-6 tox – kills IEC-6 intestinal cells in KLF5 counter-screen | actives 0.78% (n = 290,000) | inhibition, % at 5 µM | IEC-6 cytotoxicity, luminescence viability; in the data active means inhibition above about 22%;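 further: 0% = plate median of test compound wells and 100% = cytotoxic reference compound wells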
HSP90 inh – inhibitors of HSP90 luciferase refolding in rabbit reticulocyte lysate | luciferase refolding luminescence, 3 h | inhibition, % at 5.6 µM | actives 0.91% (n = 290,000) | AID 1789;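 active means inhibition above the screen-wide mean plus 3 SD, computed separately per campaign, cut at about 16% in these data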;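 further: 0% = DMSO wells and 100% = 60 µM geldanamycin wells; inhibitors lower the luminescence because luciferase stays unfolded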
PolyA inhibitor – yeast polyadenylation inhibition; actives 0.02% (n = 300,000); calls only at 12 µM; S. cerevisiae SKY197-pL101 polyadenylation reporter, beta-gal luminescence; efflux-impaired pdr1/pdr3 knockout yeast; score 100 = 6 SD above DMSO;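 active means lowest replicate activity score at least 50, where 100 means six control SD above control mean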;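 further: yeast exposed to compound for 9 h at 30 °C; higher score means more reporter readthrough which indicates perturbed polyadenylation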
Active calls of the source: *; i = inactive; . = not tested or not shown. These rows are one share of the data; the hit share may differ from the screen's.

SMILES	HSF1 activator	aSyn 5UTR inh	HSF1 inhib	GSK3B inh	KLF5 inh	AI-2 QS modul	GSK3A inh	IEC-6 tox	HSP90 inh	PolyA inhibitor
O=C(CCCCn1c(=O)[nH]c2ccccc2c1=O)NCCC1=CCCCC1	-12	3	2	-3	-7	14	14	4	3	i
Cc1ccccc1NC(=O)Cc1nnc(N)s1	-19	4	0	0	10	14	-7	-1	-2	i
CS(=O)(=O)N(CC(N)=O)c1ccc(F)c(Cl)c1	5	-10	-3	6	-14	18	-2	0	1	i
COc1ccc(S(=O)(=O)N2CCN(Cc3ccccc3)CC2)c(C)c1	5	-18	2	1	-32	22	-2	-5	0	i
COc1cc(C(C)=O)ccc1OCC(O)CN1CCN(c2ccc(C)cc2C)CC1 (stereo unspecified)	-3	-7	3	-3	-14	-5	-2	0	4	i
Cc1ccc(C(=O)CSc2nnc(COc3cccc(C)c3)o2)cc1	-10	23	-4	-3	-6	8	-2	0	2	i
O=C(COC(=O)c1ccc2c(=O)n3c(nc2c1)CCC3)NC1CCS(=O)(=O)C1 (stereo unspecified)	-1	-11	-2	-6	3	18	0	-2	3	.
COCCCNc1nnc(Cc2ccc(Cl)cc2)c(=O)[nH]1	-2	66*	-2	0	62*	17	-1	82*	-3	i
CNC(=S)NNC(=O)c1sc2cc(C(F)(F)F)cnc2c1-c1ccccn1	-6	17	0	4	-15	8	1	2	1	i
O=C1C/C(=C/NCc2ccccc2)C(=O)N1	.	.	.	.	-2	.	5	9	4	.
CCOC(=O)NC(=O)C(=CNc1ccc(C)cc1)C(=O)NC(=O)OCC	-18	-6	-17	1	3	22	.	2	2	i
Cc1ccc(NC(=O)COC(=O)CSCC(=O)Nc2cc(C)on2)c(C)c1	8	-1	4	0	.	8	0	.	.	i
OCCN1CCN(C(=S)Nc2ccccc2)CC1	-10	10	-5	2	-16	10	-1	0	5	i
CC(=O)c1ccc(NS(=O)(=O)Cc2ccc(Cl)cc2)cc1	10	-16	-1	1	-12	28	8	-8	-1	.
CCCCn1nc2cc(C(=O)NCc3ccc(OC(F)(F)F)cc3)ccc2c1OC	-2	37	3	5	-10	14	-6	0	-3	i
Cc1noc(C)c1C(=O)OCC(=O)c1ccc[nH]1	2	25	-2	2	-13	0	-2	-4	1	i
O=C(CN1N=C(C(F)(F)F)CC1(O)c1ccc([N+](=O)[O-])cc1)c1ccccc1 (stereo unspecified)	-2	-5	-6	1	-8	8	-1	1	3	i
CC(=O)N1CCc2cc(S(=O)(=O)NCC(=O)NCc3ccccc3Cl)ccc21	9	-2	2	-1	13	16	-1	-14	0	i
Cc1ccsc1C(=O)N1CCCC(CCC(=O)NCc2ccccc2F)C1 (stereo unspecified)	11	10	6	2	-19	29	-4	0	-4	i
Cc1ccccc1NC(=O)N1CCCC(c2nc(-c3ccc(C(C)C)cc3)no2)C1 (stereo unspecified)	-50	-205	-44	-2	15	16	.	-2	70*	i
O=C(NCCc1c[nH]c2ccccc12)c1ccc2c(c1)OCO2	44	-142	50	-2	-174	-85*	3	0	-1	i
Cc1ccc(NS(=O)(=O)c2c(C)nc3sccn3c2=O)c(C)c1	-16	6	-9	-2	-28	4	-2	6	1	i
CC1(C)CC(=O)C(C=NCCN2CCN(C3CC(=O)N(c4ccc(Cl)c(Cl)c4)C3=O)CC2)=C(O)C1 (stereo unspecified)	-4	29	-8	1	-6	7	-1	-9	-2	i
CC(C)CCc1noc(CN2CCC(C(=O)N3CCOCC3)CC2)n1	-23	-13	-8	0	-3	6	0	3	9	i
CC(=O)N1Cc2cc(N)ccc2Oc2ccccc21	14	10	-4	1	1	0	-3	-2	0	i
COc1ccc(C(=O)OCC(=O)Nc2cccc(C(C)=O)c2)c(OC)c1OC	0	7	-4	-3	-5	13	4	-2	8	i
COc1cccc(C(=O)/C=C/Nc2ccc(S(=O)(=O)Nc3cnc4ccccc4n3)cc2)c1	-13	28	4	-4	-19	21	-1	-7	-4	i
O=C(c1ccc(OC2CCN(Cc3ccccn3)CC2)cc1)N1CCCCO1	-10	-11	-17	1	-10	19	-1	-2	1	i
Cc1ccc2occ(C3NC(C(=O)O)CS3)c(=O)c2c1 (stereo unspecified)	30	-46	11	2	9	62	-4	-13	3	i
COC(=O)Cc1ccc(NC(=S)NCC(C)C)cc1	4	-1	-3	2	-12	26	-4	3	-1	.

The closing 3 entries of the part above are carried over, then new ones follow.
SMILES	HSF1 activator	aSyn 5UTR inh	HSF1 inhib	GSK3B inh	KLF5 inh	AI-2 QS modul	GSK3A inh	IEC-6 tox	HSP90 inh	PolyA inhibitor
O=C(c1ccc(OC2CCN(Cc3ccccn3)CC2)cc1)N1CCCCO1	-10	-11	-17	1	-10	19	-1	-2	1	i
Cc1ccc2occ(C3NC(C(=O)O)CS3)c(=O)c2c1 (stereo unspecified)	30	-46	11	2	9	62	-4	-13	3	i
COC(=O)Cc1ccc(NC(=S)NCC(C)C)cc1	4	-1	-3	2	-12	26	-4	3	-1	.
CCC(C)[C@H]1COCCS(=O)(=O)N1Cc1ccc(C)cc1 (stereo partly specified)	-10	26	-3	0	-3	-6	6	0	-6	i
Cc1ccc(C)c2[nH]c(=O)c(CCNC(=O)Cc3cccs3)cc12	11	5	8	1	-6	10	-2	4	-4	i
Cn1c(=O)n(C)c2cc([N+](=O)[O-])c(N3CCN(C(=O)c4ccc(Cl)cc4)CC3)cc21	-17	-4	4	-1	-13	10	3	-4	1	i
COCCN(CC(=O)NCc1ccc(OC)cc1)C(=O)CCC(=O)Nc1nccs1	6	10	-7	-1	-20	6	6	3	-2	i
Cc1ccc(C)c(S(=O)(=O)Nc2cc(C)on2)c1	10	-14	-3	1	-10	37	-1	2	-6	i
CCn1c(SCC(=O)Nc2cccc(NC(=O)c3ccco3)c2)nnc1-c1cccs1	23	-15	10	4	-21	23	3	-6	1	i
CCc1noc(C)c1C(=O)Nc1ccccc1C(C)(C)C	13	9	-9	3	-16	4	2	2	-1	i
COc1ccc(CCNC(=O)C2CCN(c3ccc(N4CCOCC4)nn3)CC2)c(OC)c1	-10	-32	2	2	1	22	-2	-2	1	i
Cn1c(CNC(=O)c2ccco2)nnc1SCC(=O)Nc1ccccc1Cl	-3	-9	-2	2	.	34	.	.	.	i
O=C(N/C(=C\c1ccc([N+](=O)[O-])cc1)C(=O)N1CCCCC1)c1ccc(Br)o1	0	-1	1	2	-3	15	-3	6	-2	i
Cc1ccccc1C(=O)NCC(=O)Nc1ccccc1C(F)(F)F	1	-12	-5	2	-21	19	0	0	-1	.
Cc1ccccc1-c1nc(CS(=O)CC(=O)NC2CCCCC2)c(C)o1 (stereo unspecified)	31	-10	6	0	-28	3	-4	0	-5	i
Cc1ccc(OCC(=O)Nc2ccc(S(=O)(=O)N3CCOCC3)cc2)c(C)c1	7	-2	3	2	4	-6	.	4	20*	i
CCn1c(SCC(=O)NC2CCCCC2)nnc1C(C)NC(=O)c1ccccc1F (stereo unspecified)	4	-3	3	2	-20	14	2	8	0	i
C=CCN1CC(O)=C(c2nc3ccccc3[nH]2)C1=N	27	-32	-1	2	-53	6	0	2	-2	i
O=C(CCl)Nc1cccc(Oc2cnccn2)c1	8	-50	-3	0	19	-16	-1	3	1	i
Cc1cc(-c2[nH]nc3c2C(c2ccc(Cl)cc2)C(C#N)=C(N)O3)c(C)s1 (stereo unspecified)	4	8	7	-2	2	-5	1	-2	1	i
Cc1ccc2oc(-c3cccc(NC(=O)c4cc(-n5cnnc5)ccc4Cl)c3)nc2c1	11	-14	7	-4	6	13	-5	-2	1	i
COc1ccc(C2c3ccc(O)cc3Oc3ncn4nc(-c5ccncc5)nc4c32)cc1OC (stereo unspecified)	26	48	13	-2	-32	-5	-1	-8	0	i
COc1cc(NC(=O)CN2c3cccc4cccc(c34)S2(=O)=O)cc(OC)c1OC	5	2	-6	1	-16	1	-3	0	2	i
CC(=O)Nc1ccc(/C(C)=N/NS(=O)(=O)c2ccc(C)cc2)cc1	-15	-24	-5	-3	-30	14	-2	3	1	i
CC(C)CN1CN(S(=O)(=O)c2cccs2)c2nc3ccccc3nc21	6	16	2	2	-20	7	.	3	-1	i
COc1ccc2[nH]c3c(=O)n(CCCC(=O)NC4CCCCC4C)c(=S)[nH]c3c2c1 (stereo unspecified)	29	21	14	1	-31	12	3	-14	7	i
O=C(NC1CCCCC1)c1cccc(S(=O)(=O)N2CCCCC2)c1	-12	5	-5	1	-44	0	-3	-4	2	i
CCc1ccc(C(=O)CSc2nc3ccccc3c(=O)[nH]2)cc1	2	-47	15	-4	-58	27	1	2	1	i
O=[N+]([O-])c1ccc(CN2CCN(Cc3c[nH]c4ccccc34)CC2)cc1	-4	-7	-5	3	-7	12	1	2	3	.
CS(=O)(=O)N(CC(=O)Nc1ccccc1C(=O)N1CCOCC1)c1cccc([N+](=O)[O-])c1	0	4	-1	0	-8	7	-2	-9	-6	i
COc1cc(/C=C/C(=O)N2CC(C)OC(C)C2)cc(OC)c1OC (stereo unspecified)	9	1	0	1	6	5	0	4	-4	i
COC(=O)c1ccccc1NC(=O)CNC(=O)c1ccc(OC)cc1	32	-1	7	4	-37	-8	-2	-3	-5	i
O=C1c2cccc3c([N+](=O)[O-])ccc(c23)C(=O)N1c1ccc(Cl)cn1	38	36	47	0	16	37	3	0	0	i
CC(=O)c1cc(C(=O)c2ccccc2)sc1Nc1ccccc1	15	-58	6	-1	-3	3	-2	8	-2	i
O=C(NCc1ccc2c(c1)OCO2)c1ccc2c(c1)S(=O)(=O)c1ccccc1C2=O	9	-3	0	1	.	8	-1	.	.	i
CC(NC(=O)Nc1ccccc1Cl)c1ccc2c(c1)OCO2 (stereo unspecified)	11	27	5	1	2	9	-1	-1	0	i
O=c1c2c3c(sc2n(CCN2CCCCC2)c(=O)n1Cc1ccco1)CCCCC3	7	3	3	0	-4	0	-4	-2	2	i
COc1ccc(-n2c(=S)[nH]c3cc(C(=O)NCc4ccccc4OC)ccc3c2=O)c(OC)c1	1	-28	-7	-4	-29	25	0	-3	-2	i
O=C(COC(=O)c1cccnc1Cl)Nc1ccccc1OC(F)F	-12	-21	4	4	-3	11	0	2	2	i
Cc1ccc2nc(-c3ccc(O)c(O)c3)cn2c1	21	22	11	0	-63	10	21	19	30*	i
Cc1ccc(NC(=O)c2cc(-c3ccc4c(c3)OCO4)on2)cc1	17	-45	4	-5	-11	22	-3	-2	5	i
CCOC(=O)C1CCN(C(=O)c2ccc(N(C)S(C)(=O)=O)cc2)CC1	-19	-2	-17	3	-35	9	-2	0	7	i

Bioassay records from PubChem.
